Compound activity (PubChem BioAssay)
Lipid storage S3 = qHTS Assay for Lipid Storage Modulators in Drosophila S3 Cells; Drosophila S3 cells, BODIPY lipid droplet fluorescence, 18-24 h; cells fed with added oleic acid; Potency in µM for hits, for the others lipid storage change, negative = inhibition, % at the top dose, mostly 46.1 µM; 320,000 compounds, 0.64% hits; active means well fitted inhibition curve with a large enough effect in the signal ratio, with a control signal flat, not every such curve was filed as active; inconclusive means small, poorly fitted or top-dose-only effect, or effect the other way, or a change in a side signal; the % refers to the signal ratio
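Drosophila S3 cells loaded with oleic acid (400 uM, as added) and compounds at several concentrations; lipid droplets imaged by 488-nm laser-scanning cytometry, 500–530 nm intensity and object ratio to cell channel. Percent activity normalized to 20 uM Triacsin C.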
Lipid storage S3 cell count max = second read-out of Lipid storage S3, no call of its own (marks repeat the call); cell number change, %; measured here: cell count max response;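 cells counted by Cell Tracker Red CMTPX staining in the red channel; peak over a dose series mostly up to 46.1 µM; percent activity relative to internal control wells on each plate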
Active calls of the source: *; i = inactive; ? = inconclusive; nt = not tested or not shown; [ ] = dose if it differs, or a comment. On the % scale 0 is the no-effect control and ±100 the full control effect; potency means the concentration at half of the fitted maximal effect. Only part of the results is shown (hit frequency here may not be typical).

SMILES	Lipid storage S3	Lipid storage S3 cell count max
COCCCNC(=O)Cn1c(=O)oc2cc(S(=O)(=O)N3CC(C)CC(C)C3)ccc21 (stereo not given)	i	16
CCN(CC)S(=O)(=O)c1ccc(NS(=O)(=O)c2ccc(OC)c([N+](=O)[O-])c2)cc1	?	nt
NNC(=S)NC1CC2CC1C1C=CCC21 (stereo not given)	23%	nt
COc1ccc(OCCC(=O)OCC(=O)NCc2ccco2)cc1	8%	nt
O=C(CNC1CCCCCC1)Nc1ccccc1N1CCOCC1	20%	0
O=C(O)c1cc(/C=N\O)ccc1OCc1ccccc1	?	nt
CN(C)c1ccc(/C=C(\C#N)C(=O)c2ccccc2)cc1	?	nt
CCc1oc(C(=O)O)cc1CN(CC)CC	?	nt
CC(C)c1ccc(-c2nc(N3CCCCCC3)nc3n[nH]c(N)c23)cc1	i	nt
CC(C)Nc1nc(NC(N)=S)nc(NC(C)C)n1	?	nt
CCOC(=O)NC(=O)CSc1nnnn1-c1ccc(Cl)cc1	-2%	-2
Cc1c(C(=O)N(C)C2CC(C)(C)NC(C)(C)C2)oc2c(F)cccc12	i	-14

2 entries picked at random from the list so far, as already listed:
SMILES	Lipid storage S3	Lipid storage S3 cell count max
Cc1c(C(=O)N(C)C2CC(C)(C)NC(C)(C)C2)oc2c(F)cccc12	i	-14
COc1ccc(OCCC(=O)OCC(=O)NCc2ccco2)cc1	8%	nt

Further compounds follow.
SMILES	Lipid storage S3	Lipid storage S3 cell count max
O=C(COc1ccc(Br)cc1)NNC(=O)c1ccc(-n2cncn2)c([N+](=O)[O-])c1	17%	-3
COc1ccc(/C=C/C(=O)NCC(=O)N/N=C/c2ccc(OC)cc2)cc1	-1%	-5
Clc1ccc(Cn2ncc3c(N4CCCCC4)ncnc32)cc1	?	nt
COc1ccc(OC)c(C2C(C(C)=O)=C(O)C(=O)N2c2ccc(O)cc2)c1 (stereo not given)	6%	-14
O=C(Nc1ccc(OCc2ccccc2)cc1)c1cccs1	?	nt
COc1ccc(C2OC3=C(Nc4cc(C)c(C)cc4N3)C2=O)cc1 (stereo not given)	0%	8
C=C(C)c1cccc(C(C)(C)NC(=O)Nc2ncccn2)c1	?	nt
CCCn1c(SCC(=O)NNC(=O)c2ccccc2)nnc1-c1cccnc1	?	nt
COc1cc(OC)cc(C(=O)NNC(=O)C2CCCC2)c1	?	nt
Cc1ccccc1Cn1c(=O)n(CCC(=O)NCc2ccc3c(c2)OCO3)c(=O)c2ccccc21	?	nt
O=C(Nc1cccc(Cl)c1)/C(=C\c1cccnc1)NC(=O)c1ccco1	-3%	10
CN(C)CCN(Cc1ccccc1)C(=O)C1CCN(c2ncnc3c2nc2n3CCCCC2)CC1	16%	nt

Three compounds already listed, sorted by their value in Lipid storage S3 cell count max, falling:
molecule	Lipid storage S3 cell count max
COc1ccc(C2OC3=C(Nc4cc(C)c(C)cc4N3)C2=O)cc1 (stereo not given)	8
COc1ccc(/C=C/C(=O)NCC(=O)N/N=C/c2ccc(OC)cc2)cc1	-5
COc1ccc(OC)c(C2C(C(C)=O)=C(O)C(=O)N2c2ccc(O)cc2)c1 (stereo not given)	-14

Next section
SMILES	Lipid storage S3	Lipid storage S3 cell count max
COc1ccc(-c2nc3cnccn3c2Nc2ccc(C)cc2)cc1	?	nt
CCN(CC)CCCN1CC(=O)N2[C@@H](Cc3c([nH]c4ccccc34)C2(C)C)C1=O	?	nt
COC(=O)[C@H](C)NC(=O)Nc1ccc(C)c(C)c1	i	8
Cc1cccc(N2C(=O)C3C4CC(=O)C(c5ccccc54)C3C2=O)c1C (stereo not given)	-15%	0
COCCn1c(SCC(=O)N2CCCCC2)nc2c([nH]c3ccccc32)c1=O	?	nt
[N-]=[N+]=NCCN1CCN(CCc2ccccc2)CCC1=O	?	nt
Cc1ccc(S(=O)(=O)NCc2ccc(/C=C(/C#N)C(=O)NCc3ccccc3)o2)cc1	?	nt
COc1ccc(-c2cc(C(=O)Nc3cc(OC)cc(C(=O)Nc4cccc(C(F)(F)F)c4)c3)[nH]n2)cc1	-20%	nt
N#CCOc1coc(CN2CCN(c3cccc(Cl)c3)CC2)cc1=O	?	nt
COc1ccccc1NC(=O)CSC1CC(=O)N(c2ccc3c(c2)OCO3)C1=O (stereo not given)	?	nt
FC(F)(F)c1ccnc(Oc2ccc(C3=NCCS3)cc2)c1	0%	-8
CC1CCN(S(=O)(=O)c2cn(CC(=O)Nc3ccc(C#N)cc3)cn2)CC1	?	nt

Gathered by group, the compounds so far with a halogen.
SMILES	Lipid storage S3	Lipid storage S3 cell count max
CCOC(=O)NC(=O)CSc1nnnn1-c1ccc(Cl)cc1	-2%	-2
Cc1c(C(=O)N(C)C2CC(C)(C)NC(C)(C)C2)oc2c(F)cccc12	i	-14
O=C(COc1ccc(Br)cc1)NNC(=O)c1ccc(-n2cncn2)c([N+](=O)[O-])c1	17%	-3
Clc1ccc(Cn2ncc3c(N4CCCCC4)ncnc32)cc1	?	nt
O=C(Nc1cccc(Cl)c1)/C(=C\c1cccnc1)NC(=O)c1ccco1	-3%	10
COc1ccc(-c2cc(C(=O)Nc3cc(OC)cc(C(=O)Nc4cccc(C(F)(F)F)c4)c3)[nH]n2)cc1	-20%	nt
N#CCOc1coc(CN2CCN(c3cccc(Cl)c3)CC2)cc1=O	?	nt
FC(F)(F)c1ccnc(Oc2ccc(C3=NCCS3)cc2)c1	0%	-8

Following part
SMILES	Lipid storage S3	Lipid storage S3 cell count max
Cc1ccc(C(=O)OCC(=O)c2ccc(CC(=O)N3CCOCC3)s2)c(C)c1	?	nt
CCOC(=O)C1CCN(S(=O)(=O)c2ccc3c(c2)CC(=O)N3)CC1	?	nt
O=C(Cc1ccc([N+](=O)[O-])cc1)Nc1cccc(C(F)(F)F)c1	1%	1
CN1C(=O)N(CC(=O)NCc2ccc(Cl)cc2Cl)C(=O)C12CCCCC2	?	nt
CC(=O)Nc1ccc(S(=O)(=O)N2CCC(C(=O)NCc3cccnc3)CC2)cc1	?	nt
O=C(NCCCCO)c1ccc2c3c(cccc13)CC2	-7%	-7
Cc1ccc(NC(=O)CCC(=O)OCC(=O)c2ccc(Oc3ccc([N+](=O)[O-])cc3)cc2)cc1	1%	13
CC(C)(C)C(=O)Cn1ncc(N2CCOCC2)c(Cl)c1=O	-3%	10
Cc1cc(C)c(-c2cc(NC(=O)COC(=O)c3ccc(C#N)cc3)n(-c3ccccc3)n2)cc1C	?	nt
C=CCC1(CC=C)CCCN1C(=O)c1cc(COc2cccc(C(F)(F)F)c2)on1	i	-8
O=C(O)/C(=C\C(=O)c1ccccc1)Nc1ccccc1	20%	1
CCN=C1S/C(=C\c2cc(Br)ccc2OCC(=O)OCC)C(=O)N1CC	?	nt
C/C=C(\C)C(=O)N1CC2(CC(c3cccc(NC(=O)CC(c4ccccc4)c4ccccc4)c3)=NO2)C[C@H]1C(N)=O (stereo not given in full)	18%	-11
Cc1cccc(NC(=O)CN2C(=O)S/C(=C\C(=O)Nc3ccc(Cl)cc3)C2=O)c1	?	nt
COc1ccc(OC)c(N(CC(=O)NC2CC3CCC2C3)S(=O)(=O)c2ccccc2)c1 (stereo not given)	?	nt
CNc1c(NS(=O)(=O)c2ccc(OC)cc2)c(=O)oc2ccccc12	?	nt
CCn1c(SCc2ccc(C(=O)OC)o2)nc2sc3c(c2c1=O)CCCC3	?	nt
CC1Cn2c(nc3sc4c(c3c2=O)CCC4)N1CCO (stereo not given)	?	nt
COc1ccccc1OCC(=O)NCCCN1CCOCC1	i	-4
O=C(CN1C(=O)CSc2ccc(C(F)(F)F)cc21)Nc1ccccc1	-2%	0
O=S(=O)(c1ccc(F)cc1)n1ccc(-c2cccc(OCc3ccc(Cl)cc3Cl)c2)n1	?	nt
CN(C(=O)c1ccccc1OCc1ccc(Cl)cc1)c1ccccc1	i	29
O=C(NCc1cccnc1)c1ccccc1NC(=O)c1c(F)cccc1F	18%[0.369 µM]	1
CCCn1c(SCC(=O)N2CCCCC2)nnc1C(C)C	?	nt
COc1cc(OC)c(S(=O)(=O)NCc2ccco2)cc1S(=O)(=O)NCc1ccco1	?	nt
COc1ccc(-c2cc(-c3cccs3)c(C#N)c(SCC(=O)NCc3ccccc3)n2)cc1	-11%	-11
O=C1c2ccccc2NC(c2ccccc2)N1/N=C/c1ccccc1 (stereo not given)	1%	0
CCC1CCCCN1C(=O)c1ccc([N+](=O)[O-])o1 (stereo not given)	?	nt
CCCCOC(=O)c1ccc(N2C(=O)CC(N3CCN(C/C=C/c4ccccc4)CC3)C2=O)cc1 (stereo not given)	?	nt
O=c1[nH]cnc2scc(-c3ccccc3)c12	2%	-1
Cc1ccccc1OCCn1cc(/C(N)=N/O)c2ccccc21	?	nt
CCOc1cc(C(=O)NCc2ccc(F)cc2)ccc1OCC(=O)N1CCCCC1	?	nt
Cc1cc(C)cc(N(C(C)C(=O)NCc2ccc3c(c2)OCO3)S(C)(=O)=O)c1 (stereo not given)	?	nt
COc1nc(NCc2cccnc2)nc(OC)n1	?	nt
COC(=O)c1ccccc1NC(=O)C1CC(=O)N(c2ccc(C)c(C)c2)C1 (stereo not given)	0%	13
CN(C(=O)CSc1nnc(Nc2ccccc2)s1)c1c(N)n(Cc2ccccc2)c(=O)[nH]c1=O	i	-14

Full records as entered above.
COc1ccc(-c2cc(-c3cccs3)c(C#N)c(SCC(=O)NCc3ccccc3)n2)cc1 is entered as Lipid storage S3 = -11%; Lipid storage S3 cell count max = -11
Cc1cc(C)cc(N(C(C)C(=O)NCc2ccc3c(c2)OCO3)S(C)(=O)=O)c1 (stereo not given) is entered as Lipid storage S3 = ?; Lipid storage S3 cell count max = nt

Next part:
SMILES	Lipid storage S3	Lipid storage S3 cell count max
Cn1c(SCC(=O)C(C)(C)C)nnc1-c1ccncc1	?	nt
O=C(CSc1nnc(COc2ccccc2)n1Cc1ccco1)Nc1ccc2c(c1)OCCO2	?	nt
Cc1cc[n+](CC2OCc3ccccc3CO2)cc1	-3%	5
N#Cc1c(NC(=O)CN2CCCCC2)sc2c1CCC2	?	nt
Cc1ccc(S(=O)(=O)CC(=O)Nc2ccc(S(=O)(=O)Nc3ccccn3)cc2)cc1	0%	14
Cc1cccc(C)c1NC(=O)c1ccc([N+](=O)[O-])s1	?	nt
COc1cccc(CN2CCN(Cc3cccc(Oc4ccccc4)c3)CC2)c1OC	?	nt
CCOc1ccccc1NC(=O)N1CCCC(c2nc(-c3ccc(C)o3)no2)C1 (stereo not given)	-1%	0
Cc1ccccc1NC(=O)Cc1nc(COC(=O)CSc2ccccc2)cs1	?	nt
Cc1ccccc1N=C(N)Nc1ccccc1C	?	nt
Cc1ccc(S(=O)(=O)c2c(C)cc(C)nc2Oc2cccc(C)c2C)cc1	?	nt
O=C(O)c1ncn(Cc2ccc(Br)cc2)c1C(=O)O	?	nt
COc1ccc(CCC(=O)Nc2ccc(Cl)c(S(=O)(=O)N3CCCC3)c2)cc1	-7%	-22
CSCCC(NC(=O)c1ccccc1Cl)C(=O)Nc1cccc(S(=O)(=O)N2CCCC2)c1 (stereo not given)	?	nt
O=C(Nc1cc(Sc2nc3ccccc3s2)cc([N+](=O)[O-])c1)c1cccc(F)c1F	?	nt
CCc1cc2ccc(C)c(C)c2nc1SCC(=O)Nc1cc(C)on1	?	nt
CC[C@@H]1[C@H]2CCCC(=O)N3CC[C@@H](C[C@@H]1Nc1ccccc1)[C@@H]23	?	nt
OC1CCC(NC(=S)Nc2ccc(SC(F)F)cc2)CC1 (stereo not given)	?	nt
O=C(NC1CCN(Cc2ccccc2)CC1)c1ccccc1OCc1ccccc1	-8%	-13
CCOP(=O)(OCC)C(NC(=O)c1ccc(OC)cc1)c1ccccc1 (stereo not given)	-18%	nt
COc1ccc(-n2c(=O)c3c4c(sc3n(CC(=O)Nc3cc(C)[nH]n3)c2=O)CCCC4)c(OC)c1	-9%	-11
COc1ccccc1NC(=O)c1ccc(-n2cccn2)c([N+](=O)[O-])c1	?	nt
CC(C)(C)C(O)C(Cc1ccccc1Cl)n1cncn1 (stereo not given)	4%	18
CCCN1CCN(CCCNC(=O)c2ccc3c(=O)n(CCc4ccccc4)c(=O)[nH]c3c2)CC1	?	nt
COc1ccc(CCNC(=O)C2CC(=O)N(CCc3ccccc3)C2)cc1OC (stereo not given)	-13%[9.22 µM]	-16
CCCn1ncc(CN2CCN(CCc3ccccc3)C(CCO)C2)c1C (stereo not given)	6%	-7
O=C(NNC(=S)Nc1cccc(Cl)c1)c1ccccc1	?	nt
Cc1cc(C(=O)NNC(=O)c2cccs2)c(C)o1	?	nt
COc1ccc(-n2nc(C(=O)NCC(=O)NCc3ccc(F)cc3)c3ccccc3c2=O)cc1OC	?	nt
COCCNc1nnc(Cc2ccc(Cl)cc2)c(=O)[nH]1	-2%	0
CCOc1ccccc1CN1CCCC(C(=O)Nc2cccc(-n3cccn3)c2)C1 (stereo not given)	i	-5
c1ccc(OCCN2CCN(Cc3nc(-c4ccc5c(c4)OCO5)no3)CC2)cc1	22%	1
COC(=O)c1sc(NC(C)=O)c(C(=O)OC)c1C	?	nt
COc1ccc(OC)c2c1sc(=NC(=O)C(C)(C)C)n2C	?	nt
[O-]C1=N/[N+](=C/c2ccccc2)CC1	?	nt
CCC(=O)c1ccc(OCC(O)CNC2CCCC2)cc1 (stereo not given)	?	nt
O=Cc1ccccc1Oc1nc(N2CCOCC2)nc(N2CCOCC2)n1	?	nt
CC1=C(C(=O)N2CCOCC2)C(c2c(F)cccc2F)NC(=O)N1 (stereo not given)	?	nt
COc1cccc(C(=O)NCC2CCCN2S(=O)(=O)c2ccccc2)c1 (stereo not given)	?	nt
CCc1ccc(N(CC(=O)NC2CCCCC2)S(=O)(=O)c2c(C)noc2C)cc1	1%[9.22 µM]	15
COC(=O)c1ccc(NC(=O)CNC(=O)C2CCCCC2)cc1	?	nt
COc1ccc(OC)c(/C=N\NC(=O)c2c(C)nc3cc(C)ccn23)c1	?	nt
